# Source: PubChem (National Center for Advancing Translational Sciences (NCATS))
# TDP1 cell CPT: DT40-hTDP1 cell growth loss with CPT | Potency, µM (top dose mostly 46.2 µM), without a hit: at the highest dose activity change, negative = growth inhibition, hits mostly inhibitors | 420,000 tested, 12% active | chicken DT40 Tdp1-/-;hTDP1 cells + 20 nM CPT, ATP luminescence, 48 h; further: nearly all actives have a fitted effect of over 55% in size
#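 Chicken DT40 Tdp1-/- cells complemented with human TDP1, 400 cells/well, exposed to compounds plus 20 nM camptothecin for at least 48 h at 37 C; viability read as ATP content by CellTiter-Glo luminescence.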
# DT40 TDP1 no CPT: qHTS for Inhibitors of human tyrosyl-DNA phosphodiesterase 1 (TDP1): qHTS in cells in absence of CPT; DT40 Tdp1-/- hTDP1 cells, no CPT, ATP luminescence, 48 h; Potency, µM (titrated, usually from 46.2 µM), for inactives: at the top dose activity change, negative = growth inhibition, most hits filed as inhibitors; 420,000 tested, 15% active; further: nearly all actives have a fitted effect of over 55% in size
#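 No-CPT arm: Tdp1-/-;hTDP1 DT40 cells (400/well) plus compounds, incubated ≥48 hr at 37 °C. Readout CellTiter-Glo luminescence.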
# TDP1 block: inhibitors of human tyrosyl-DNA phosphodiesterase TDP1; Q9NUW8; recombinant TDP1, AlphaScreen DNA substrate cleavage; Potency, µM (doses to about 130 µM), without a hit: at the top dose activity change, negative = inhibition, usual class: inhibitors; 350,000 tested, 0.28% active; further: nearly all actives have a fitted effect of over 40% in size
# Target sequence (Q9NUW8 whole entry, looked up): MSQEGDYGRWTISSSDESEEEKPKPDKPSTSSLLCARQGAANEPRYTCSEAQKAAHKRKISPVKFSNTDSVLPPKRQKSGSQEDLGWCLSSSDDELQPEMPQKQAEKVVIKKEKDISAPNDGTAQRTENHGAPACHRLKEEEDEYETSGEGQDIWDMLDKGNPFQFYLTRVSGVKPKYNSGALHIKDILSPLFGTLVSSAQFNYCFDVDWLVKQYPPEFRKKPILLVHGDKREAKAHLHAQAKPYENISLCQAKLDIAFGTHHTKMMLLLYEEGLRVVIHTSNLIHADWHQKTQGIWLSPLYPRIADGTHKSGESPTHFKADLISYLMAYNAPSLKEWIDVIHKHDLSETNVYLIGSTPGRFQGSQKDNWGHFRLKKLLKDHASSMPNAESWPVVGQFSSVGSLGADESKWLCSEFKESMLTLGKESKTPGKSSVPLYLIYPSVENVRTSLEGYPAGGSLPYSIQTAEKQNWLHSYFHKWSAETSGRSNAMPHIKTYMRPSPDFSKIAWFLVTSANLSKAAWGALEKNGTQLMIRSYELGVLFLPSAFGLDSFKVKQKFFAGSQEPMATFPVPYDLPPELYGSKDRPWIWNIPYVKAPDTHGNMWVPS
#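 Compounds were preincubated with Tdp1 (1 nM final) for 15 min at room temperature before substrate (15 nM final) started a 5 min reaction; beads (10 ug/ml final) were then added for 10 min before AlphaScreen detection.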
# * marks the source's active call; other numbers are inactive results; ? = inconclusive; . = no result given. The call rests on the fitted dose curve; in most records, active means well fitted curve in the direction sought with a large enough effect; inconclusive means small, poorly fitted or top-dose-only effect, or another doubt; inactive means no such curve, though single readings can be large; an effect the other way counts as inactive or inconclusive. On the % scale 0 is the no-effect control and ±100 the full control effect; potency means the concentration at half of the fitted maximal effect.
CCC(C)NC(=O)CSc1nnc(-c2ccc(C)cc2)c(-c2ccc(C)cc2)n1 (stereo not given)
  TDP1 cell CPT: ? | DT40 TDP1 no CPT: ? | TDP1 block: 7.8%

COc1cc2oc3cc(C#Cc4ccc(N)cc4)ccc3c(=O)c2cc1OC
  TDP1 cell CPT: 16.4µM* | DT40 TDP1 no CPT: 16.4µM* | TDP1 block: .

O=C(NCc1ccc(OC(F)(F)F)cc1)C1CC2Cn3c(nc4ccccc43)C2N1Cc1ccccc1 (stereo not given)
  TDP1 cell CPT: ? | DT40 TDP1 no CPT: ? | TDP1 block: .

CN(C)CCN(Cc1ccccc1)S(=O)(=O)c1ccc2c(c1)n(C)c(=O)c(=O)n2C
  TDP1 cell CPT: 0.9% | DT40 TDP1 no CPT: -2.2% | TDP1 block: .

COCCn1c(SCC(=O)Nc2ccc3c(c2)OCCO3)nnc1C(C)C
  TDP1 cell CPT: -6.1% | DT40 TDP1 no CPT: -11.8% | TDP1 block: 4.4%

CC1(C)CC2c3cccc(C(=O)O)c3C(=O)N2c2c1ccc1ccccc21 (stereo not given)
  TDP1 cell CPT: -6.0% | DT40 TDP1 no CPT: -14.6% | TDP1 block: 2.6%

COc1cccc(-c2nc(COc3ccc(Cl)cc3Cl)no2)c1
  TDP1 cell CPT: -12.1% | DT40 TDP1 no CPT: -17.7% | TDP1 block: .

O=C(Nc1ccc(Cl)cc1)Nc1ccccc1CC[N+](=O)[O-]
  TDP1 cell CPT: 13µM* | DT40 TDP1 no CPT: ? | TDP1 block: 1.6%

O=C(Nc1ccccc1)C1=C[C@@H](C2CCCCC2)C[C@@H](OCc2ccc(CO)cc2)O1
  TDP1 cell CPT: 18.4µM* | DT40 TDP1 no CPT: 23.1µM* | TDP1 block: 3.8%

CCOC(=O)c1ccc(NC(=S)NN)cc1
  TDP1 cell CPT: -26.9% | DT40 TDP1 no CPT: -16.7% | TDP1 block: 3.7%

COc1ccc(Nc2nc(N)nc(CSc3nccn3C)n2)cc1
  TDP1 cell CPT: 0.5% | DT40 TDP1 no CPT: -23.5% | TDP1 block: 4.9%

COCCc1nn2c(=O)cc(COC(=O)C(c3ccccc3)c3ccccc3)nc2s1
  TDP1 cell CPT: ? | DT40 TDP1 no CPT: ? | TDP1 block: 8.4%

CCCc1nnc(NC(=O)CCN2C(=O)c3ccccc3C2=O)s1
  TDP1 cell CPT: 9.8% | DT40 TDP1 no CPT: -1.1% | TDP1 block: 4.5%

CC(C)N(C)C1CCN(S(=O)(=O)c2ccc(-c3ccc(=O)[nH]n3)s2)CC1
  TDP1 cell CPT: 0.6% | DT40 TDP1 no CPT: -0.5% | TDP1 block: 8.4%

CN(C)CCC#CC1(O)c2ccccc2-c2ccccc21
  TDP1 cell CPT: -0.9% | DT40 TDP1 no CPT: -9.7% | TDP1 block: 2.8%

# Complete entries, quoted from the list:
# Shown for CN(C)CCN(Cc1ccccc1)S(=O)(=O)c1ccc2c(c1)n(C)c(=O)c(=O)n2C : TDP1 cell CPT: 0.9%; DT40 TDP1 no CPT: -2.2%; TDP1 block: .
# Shown for CCC(C)NC(=O)CSc1nnc(-c2ccc(C)cc2)c(-c2ccc(C)cc2)n1 (stereo not given) : TDP1 cell CPT: ?; DT40 TDP1 no CPT: ?; TDP1 block: 7.8%

# Remaining list, next part.
COc1ccc(-n2c(SCC(N)=O)nnc2-c2ccc(NS(=O)(=O)c3ccc(C)cc3)cc2)cc1
  TDP1 cell CPT: ? | DT40 TDP1 no CPT: -22.5% | TDP1 block: 0.7%

Cc1coc2c1c(C)cc1oc(=O)c(CC(=O)N[C@@H](C)C(=O)O)c(C)c12
  TDP1 cell CPT: 2.1% | DT40 TDP1 no CPT: 10.2% | TDP1 block: .

CC(C)OC(=O)c1cccc(C(=O)O)n1
  TDP1 cell CPT: -19.0% | DT40 TDP1 no CPT: -3.9% | TDP1 block: 3.3%

Cn1nnnc1SCCNCc1ccc(Cl)cc1
  TDP1 cell CPT: -21.1% | DT40 TDP1 no CPT: -13.3% | TDP1 block: 5.7%

CCCNC(=O)NC(=O)COC(=O)c1cccc(NS(=O)(=O)c2ccc(F)c(F)c2)c1
  TDP1 cell CPT: ? | DT40 TDP1 no CPT: -27.9% | TDP1 block: 3.5%

Cc1cc(OC(C)C(=O)NCCCN2CCOCC2)ccc1Cl (stereo not given)
  TDP1 cell CPT: -1.4% | DT40 TDP1 no CPT: -18.5% | TDP1 block: 4.4%

O=C(OCn1nnc2ccccc2c1=O)C1CCCCC1
  TDP1 cell CPT: -1.1% | DT40 TDP1 no CPT: -1.5% | TDP1 block: 1.0%

CC1(C)Oc2ccc(NC(=O)c3ccco3)cc2O1
  TDP1 cell CPT: ? | DT40 TDP1 no CPT: ? | TDP1 block: 1.9%

CCc1ccccc1N(CC(=O)NCCSCc1ccco1)S(C)(=O)=O
  TDP1 cell CPT: -13.1% | DT40 TDP1 no CPT: -5.5% | TDP1 block: -2.0%

O=c1c2cccnc2n(Cc2ccc(Cl)cc2)c(=O)n1Cc1ccc(F)cc1
  TDP1 cell CPT: ? | DT40 TDP1 no CPT: 8.2µM* | TDP1 block: 2.9%

Cc1cc2c(cc1C)NC(c1c(C)n(C)n(-c3ccccc3)c1=O)C1=C(CC(C)(C)CC1=O)N2 (stereo not given)
  TDP1 cell CPT: 16.4µM* | DT40 TDP1 no CPT: ? | TDP1 block: 6.8%

Cc1ccc(CNC(=O)C2CCN(S(=O)(=O)c3cccnc3)CC2)cc1
  TDP1 cell CPT: -1.5% | DT40 TDP1 no CPT: 2.4% | TDP1 block: 0.8%

Cc1cc(-n2cccn2)ccc1CN1CCN(CC(C)C)C(CCO)C1 (stereo not given)
  TDP1 cell CPT: ? | DT40 TDP1 no CPT: -18.4% | TDP1 block: .

N#CCCN1CCN(C(=S)c2ccc(-c3cccc(Cl)c3)o2)CC1
  TDP1 cell CPT: ? | DT40 TDP1 no CPT: -29.0% | TDP1 block: 10.9%

CCN(CC)c1ccc(S(=O)(=O)N(CC)CC)cc1NC(=O)c1cccnc1
  TDP1 cell CPT: 3.0% | DT40 TDP1 no CPT: ? | TDP1 block: 2.5%

# (cont.)
Compound,TDP1 cell CPT,DT40 TDP1 no CPT,TDP1 block
COc1cc(=O)n2c(-c3ccccc3)csc2n1,-4.4%,-6.5%,2.1%
CCCCNC(=O)C1c2ccccc2Oc2ccccc21,1.6%,7.1%,3.6%
CNC(=O)c1sc(NCc2ccccc2OC)nc1C,4.7%,-16.5%,-0.5%
COC(=O)c1nnn(-c2ccc(Cl)cc2)c1C(=O)OC,20.3%,-0.4%,2.5%
COc1ccccc1-c1cc(C(F)(F)F)n2ncc(C(=O)N3CCc4ccccc4C3)c2n1,?,23.1µM*,1.8%
Cc1ccc(NCc2nnc(SCC(=O)O)n2-c2ccc(C)cc2)cc1,11.1%,-7.8%,-11.1%
Cc1ccc(Oc2ccc(C(=O)NCc3ccncc3)cc2)cc1,?,23.1µM*,3.6%
N#Cc1cccc2cnccc12,-9.9%,-8.8%,0.5%

# A few values from the entries so far.
# Value of COC(=O)c1nnn(-c2ccc(Cl)cc2)c1C(=O)OC in DT40 TDP1 no CPT: -0.4%
# Value of COc1cc(=O)n2c(-c3ccccc3)csc2n1 in TDP1 cell CPT: -4.4%
# Value of Cc1ccc(Oc2ccc(C(=O)NCc3ccncc3)cc2)cc1 in DT40 TDP1 no CPT: 23.1µM*
# Value of CNC(=O)c1sc(NCc2ccccc2OC)nc1C in DT40 TDP1 no CPT: -16.5%
# Value of COc1ccccc1-c1cc(C(F)(F)F)n2ncc(C(=O)N3CCc4ccccc4C3)c2n1 in TDP1 block: 1.8%

# (list continues)
Compound,TDP1 cell CPT,DT40 TDP1 no CPT,TDP1 block
CCN(c1ccccc1)c1nnc(NC(=O)Nc2ccccc2F)s1,?,2.59µM*,0.0%
Cc1ccccc1S(=O)(=O)N1C[C@H]2CON(C)[C@H]2C[C@H]1c1cccc(Oc2ccccc2)c1,?,18.4µM*,.
COc1ccc(CCN2C(=O)CSC2c2ccc(F)cc2)cc1 (stereo not given),?,-21.2%,.
CCNc1nc(NCC)n2c(SCC(=O)Nc3ccc(OC(F)F)cc3)nnc2n1,?,-30.0%,.
Cc1ccc(OCC(=O)OCCN2C(=O)c3ccccc3C2=O)cc1C,-24.6%,-6.0%,1.3%
COc1ccc(NC(=O)C(=O)N/N=C\c2ccc(CNC(=O)C(=O)Nc3ccc(C)c(C)c3)o2)c(OC)c1,5.17µM*,9.2µM*,.
CN(C)C(=O)c1ccc(-c2nccc(-n3ccnc3)n2)cc1,?,-11.1%,.
CCOC(=O)N1CCN(C(=O)c2cnn3c(C(F)F)cc(-c4ccc(C)cc4)nc23)CC1,?,?,-2.6%

# The last 2 entries of the section above come first, to join the parts:
Compound,TDP1 cell CPT,DT40 TDP1 no CPT,TDP1 block
CN(C)C(=O)c1ccc(-c2nccc(-n3ccnc3)n2)cc1,?,-11.1%,.
CCOC(=O)N1CCN(C(=O)c2cnn3c(C(F)F)cc(-c4ccc(C)cc4)nc23)CC1,?,?,-2.6%
COc1cc(C(=O)Nc2ccc(C)cc2)c2ccccc2n1,0.82µM*,0.731µM*,.
CC(C)OC(=O)c1ccc(COc2ccc3ccc(=O)oc3c2)o1,2.4%,?,1.3%
COC(=O)c1ccc(Cn2c(SCc3cccc(C)c3)nc3ccncc32)cc1,?,16.4µM*,5.9%
CC(C)CCNC(=O)CCc1nnc2ccc(N3CCC(C)CC3)nn12,-14.0%,-24.4%,.
CCOc1ccccc1NC(=O)CCn1c(=O)oc2ccccc21,-14.4%,-2.0%,2.0%
O=C(CCCn1c(=O)[nH]c2ccsc2c1=O)N1CCN(c2ccccn2)CC1,-3.1%,-0.9%,5.2%

# Pulled one by one from above (six):
Compound,TDP1 cell CPT,DT40 TDP1 no CPT,TDP1 block
O=C(CCCn1c(=O)[nH]c2ccsc2c1=O)N1CCN(c2ccccn2)CC1,-3.1%,-0.9%,5.2%
CC(C)OC(=O)c1ccc(COc2ccc3ccc(=O)oc3c2)o1,2.4%,?,1.3%
CC(C)CCNC(=O)CCc1nnc2ccc(N3CCC(C)CC3)nn12,-14.0%,-24.4%,.
CCOc1ccccc1NC(=O)CCn1c(=O)oc2ccccc21,-14.4%,-2.0%,2.0%
COC(=O)c1ccc(Cn2c(SCc3cccc(C)c3)nc3ccncc32)cc1,?,16.4µM*,5.9%
COc1cc(C(=O)Nc2ccc(C)cc2)c2ccccc2n1,0.82µM*,0.731µM*,.
